Source: PubChem (several laboratories)
AID2073: inhibitors of Mint1-CaV2.2 protein interaction, biochemical, HTRF (AID 2073); HTRF protein-protein interaction, Mint1-CaV2.2; higher % means a stronger effect; inhibition, % at 20 µM, or IC50 in µM where a hit was titrated; hit rate 0.19% among 290,000; in the data active means inhibition mostly above about 51%, no sharp cut-off; further: some results filed as inactive read as strong as hits
Yfh1-depleted yeast: enhancers of respiration in Yfh1-depleted yeast, dose response, Friedreich's ataxia, plus single-dose screen (AID 1465) | S. cerevisiae Yfh1-off respiration, WST-1 reduction, 72 h; higher fold induction means a stronger effect | hit rate 0.074% among 220,000 | one-dose fold induction at 50 µM; EC50 in µM for titrated hits;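 active means fold induction of absorbance versus untreated yeast above a set limit, then at least 30% activation at any dose in follow-up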;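 further: activators that raise dye reduction in frataxin-depleted yeast; strong numbers were not always called active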
Large T inhibition: SV40 large T antigen inhibitors, biochemical (AID 1903); SV40 large T antigen ATPase/helicase inhibition assay; higher % means a stronger effect; inhibition, % at 20 µM; hits with a dose series show IC50 in µM; hit rate 0.39% among 310,000; in the data active means a potency from the dose series; further: strong numbers were not always called active
Rac1 GTP hydrolysis: MgcRacGAP GTPase-activating activity inhibitors, confirmation, biochemical, ADP Hunter fluorescence; MgcRacGAP-stimulated Rac1 GTP hydrolysis, ADP Hunter fluorescence; higher % means a stronger effect; GST-tagged Rac1 F28L mutant substrate; inhibition, % at 30 µM, or IC50 in µM where a hit was titrated; hit rate 0.6% among 340,000; AID 624330;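 active means first-screen hits whose inhibition reached a set limit at any dose in the follow-up dose series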;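 further: fluorescence reports GDP produced by GAP-driven GTP hydrolysis; strong numbers were not always called active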
NTR1 ag: agonists of NTR1, primary screen, imaging, U2OS cells, beta-arrestin-GFP, high content (AID 493036) | hit rate 0.17% among 330,000 | activation, % at 20 µM | P30989 | NTR1-U2OS beta-arrestin-GFP spot imaging, agonist mode;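 active means activation at or above 40% of the spot to cytoplasm intensity ratio, with at least 20 cells analyzed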;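 further: 0% = DMSO without peptide and 100% = 100 nM NTR1 peptide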
Target sequence (P30989 whole entry, looked up): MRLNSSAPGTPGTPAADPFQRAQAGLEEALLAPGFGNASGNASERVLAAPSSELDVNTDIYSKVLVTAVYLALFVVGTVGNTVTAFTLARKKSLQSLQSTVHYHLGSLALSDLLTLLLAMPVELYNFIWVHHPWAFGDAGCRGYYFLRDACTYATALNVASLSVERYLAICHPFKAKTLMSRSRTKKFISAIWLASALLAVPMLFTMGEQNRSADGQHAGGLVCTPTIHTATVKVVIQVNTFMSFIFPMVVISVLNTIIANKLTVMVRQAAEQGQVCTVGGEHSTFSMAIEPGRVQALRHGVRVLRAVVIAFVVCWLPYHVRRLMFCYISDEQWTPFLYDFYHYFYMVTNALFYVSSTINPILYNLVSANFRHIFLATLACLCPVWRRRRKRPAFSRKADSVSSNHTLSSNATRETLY
GPR55 beta-arrestin: selective activators of receptor GPR55 – imaging, U2OS cells, beta-arrestin-GFP redistribution, primary screen (AID 1961) | U2OS GPR55 beta-arrestin-GFP redistribution imaging; higher % means a stronger effect | activation, % at 10 µM; hits with a dose series show EC50 in µM | hit rate 0.048% among 290,000;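 active means activation above 40% with more than 50 cells counted in the well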;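 further: U2OS osteosarcoma cells stably expressing GPR55 and beta-arrestin-GFP; plate controls were DMSO negative control for no effect and LPI positive control for full effect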
GPR55 antagonists: GPR55 antagonists blocking LPI-driven arrestin recruitment, primary screen, imaging, U2OS, beta-arrestin-GFP, LPI agonist (AID 2013). U2OS GPR55 beta-arrestin-GFP translocation imaging, LPI antagonism; higher % means a stronger effect. hit rate 0.13% among 290,000. inhibition, % at 10 µM, or IC50 in µM where a hit was titrated;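 active means spots per cell inhibited over 60%, with over 100 cells counted and total cytoplasm intensity under 500,000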;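 further: U2OS cells stably carrying GPR55 and arrestin-GFP stimulated by 5 µM LPI near EC80; imaged beta-arrestin-GFP aggregate spots per cell after agonist stimulation; plate controls were LPI-stimulated DMSO wells for no effect and DMSO wells without LPI for full effect; some results filed as inactive read as strong as hits; confirmed hits need IC50 under 10 µM and bright autofluorescent wells are also inconclusive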
GPR35 arrestin U2OS: GPR35 antagonists blocking zaprinast-driven arrestin recruitment, primary screen, imaging, U2OS, beta-arrestin-GFP, zaprinast agonist (AID 2058). hit rate 0.052% among 290,000. one-dose inhibition, % at 10 µM; IC50 in µM for titrated hits. U2OS GPR35 beta-arrestin-GFP translocation imaging, zaprinast antagonism; higher % means a stronger effect;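 active means inhibition of at least 50% with at least 30 cells and total cytoplasm GFP at most 10,000,000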
NS5 inhibitors: Dengue-2 NS5 methyltransferase inhibitors, primary screen, biochemical, confirmation dose response (AID 588689) | one-dose inhibition, % at 25 µM; IC50 in µM for titrated hits | hit rate 0.3% among 340,000 | Dengue-2 NS5 methyltransferase capping enzyme assay, biochemical; higher % means a stronger effect; in the data active means a potency from the dose series
NTR1 ag cell count 20 µM: recorded beside NTR1 ag, whose call it bears; cell count; measured here: cell count, cytotoxicity flag
The depositor's hits bear a star; i = inactive; nt = not tested or not shown.

Under each structure – AID2073	Yfh1-depleted yeast	Large T inhibition	Rac1 GTP hydrolysis	NTR1 ag	NTR1 ag cell count 20 µM	GPR55 beta-arrestin	GPR55 antagonists	GPR35 arrestin U2OS	NS5 inhibitors
- Cc1ccc(-c2c(C(=O)N/N=C/c3cccc(Cl)c3)nnn2-c2nonc2N)cc1
→ 12%	nt	8%	-3%	6.2	62	0.4%	4%	-1%	-6%
- CC(C)NC(=O)C(=O)NNC(=O)CCc1ccccc1
→ 19%	i	nt	9%	1.9	81	0.8%	14%	15%	-5%
- Cc1cc(NCCO)c2cc(O)ccc2n1
→ 48%	i	11%	15%	1.2	86	-0.1%	6%	-4%	-2%
- O=[N+]([O-])c1ccc(S(=O)(=O)c2ccccc2)nc1
→ 25%	nt	17%	4%	16	81	-0.1%	4%	25%	-29%
- COc1ccccc1CNC(=O)Cc1ccccc1
→ 0%	nt	17%	3%	-1.1	59	-0.1%	7%	13%	-5%
- O=C(OCC(=O)N1CCc2ccccc21)c1cncc(Br)c1
→ 2%	i	0%	7%	0.4	74	-0.1%	7%	-18%	1%
- CCOC(=O)C1=C(C)NC(C)=C(C(=O)OCC)C1C(=O)OCC(=O)NC1(C#N)CCCCC1
→ nt	nt	8%	3%	0.3	64	nt	nt	nt	-1%
- COc1ccc(C(=O)N2CCNC(=O)C2CC(=O)Nc2ccc(C)c(C)c2)cc1 (stereo not drawn)
→ 9%	nt	19%	-4%	0.8	54	0.3%	10%	0%	5%
- CCN(C(=O)c1cc2c(=O)[nH]c3ccc(C)cc3c2s1)c1ccc(OC)cc1
→ 8%	i	3%	5%	5.6	48	-0.1%	-1%	3%	-14%
- Cc1ccc(NCc2n[nH]c(=S)n2Cc2ccccc2)cc1Cl
→ -15%	i	25%	0%	nt	nt	-0.1%	24%	5%	-7%
- CNc1c(NS(=O)(=O)c2ccc(C(C)(C)C)cc2)c(=O)oc2ccccc12
→ 10%	nt	8%	8%	-1.1	50	-0.2%	-8%	4%	2%
- C=CCn1c(NC(=O)CC)c(C(=O)OCC)sc1=S
→ -6%	nt	5%	4%	0.6	63	-0.1%	2%	8%	-4%
- COC(=O)C1=NN(N=O)C2(CC(=O)N(c3cc(C)cc(C)c3)C2=O)C1 (stereo not drawn)
→ 2%	i	9%	3%	-0.6	103	-0.1%	-2%	-6%	7%
- CCOc1cc(C(=S)N2CCOCC2)ccc1OC(=O)c1ccc(C)cc1
→ -10%	nt	7%	14%	-0.1	60	0.0%	9%	9%	-2%
- CC1CCN(CC(=O)c2c[nH]c3ccccc23)CC1
→ -1%	i	5%	4%	-2.6	52	0.0%	22%	8%	-6%
- CCCCNS(=O)(=O)c1ccc(S(=O)(=O)n2cnc3ccccc32)cc1
→ 0%	i	4%	5%	-0.5	53	0.4%	5%	7%	-6%
- CCOc1ccc(-c2nc(C#N)c(NCc3ccc4c(c3)OCO4)o2)cc1
→ 26%	i	-3%	4%	0.3	67	-0.1%	-5%	-3%	-1%
- O=C(OCC(=O)N1CCCC1=O)c1nc(Cl)c(Cl)c(Cl)c1Cl
→ 11%	nt	-3%	4%	25	48	0.0%	58%	-9%	-3%
- S=C1NC2(CCCCC2)Cc2ccccc21
→ 14%	i	11%	-2%	3.0	68	0.1%	0%	-8%	1%
- O=C(CSC1=NCCS1)NC1CCCC1
→ -2%	i	6%	-3%	-3.2	65	-0.1%	6%	0%	4%
- CC(=O)c1cccc(NC(=O)c2cc(-c3ccco3)nc3ccccc23)c1
→ 27%	nt	12%	10%	1.0	39	-0.1%	-3%	-6%	-6%
- Cc1nn(CC(=O)N2CCc3ccccc3C2)c(C)c1[N+](=O)[O-]
→ -10%	i	nt	4%	1.6	60	0.2%	1%	4%	-5%
- COC(=O)c1cc(NC(=S)NCc2ccc(Cl)cc2)cc(C(=O)OC)c1
→ -8%	i	8%	6%	15	41	-0.1%	5%	10%	-10%
- COCCn1c(C)cc(C(=O)COC(=O)c2ccccc2Br)c1C
→ 3%	i	0%	-1%	-0.3	32	0.1%	-3%	1%	1%
- CC1CCCN(S(=O)(=O)c2ccc3c(c2)CCN3C(=O)C2CCC2)C1 (stereo not drawn)
→ 18%	i	12%	5%	2.4	70	0.0%	6%	-2%	-8%
- Cc1ccccc1-c1nnc(SCC(=O)Nc2ccc(Cl)cc2)n1N
→ 1%	i	3%	7%	-2.8	104	-0.2%	8%	-6%	-4%
- O=[N+]([O-])c1ccc2c(c1)C(N1CCOCC1)/C(=C/COc1ccc(F)cc1)O2 (stereo not drawn)
→ 8%	i	11%	9%	1.2	55	0.1%	8%	9%	-8%
- Cc1c(C(=O)N2CCc3ccccc3C2)oc2ccccc12
→ -6%	nt	12%	-1%	5.3	52	-0.1%	10%	-8%	0%
- COc1ccc(/C=N/NC(=O)CN2CCCC2)cc1
→ 0%	nt	3%	-1%	0.9	50	-0.1%	2%	3%	5%
- Cc1ccc(C)c(NC(=O)CNS(=O)(=O)c2ccccc2)c1
→ -16%	i	12%	-1%	-1.5	50	0.2%	-6%	5%	-3%
- CCOc1ccccc1NC(=O)COC(=O)C1CC1
→ 25%	i	2%	0%	-0.2	49	-0.4%	-11%	-4%	4%
- CCOc1ccc(CCNC(=O)c2ccc(N3CCCC3=O)cc2)cc1OCC
→ 10%	i	2%	7%	0.1	83	-0.2%	-2%	2%	-7%
- CCN(CC)C(=O)N1c2ccccc2C=Cc2ccccc21
→ -1%	i	-1%	15%	-1.7	50	0.2%	1%	-3%	-10%
- CN(C)c1ccc(-c2noc(C3CCN(C(=O)Nc4ccc(Cl)cc4)CC3)n2)cc1
→ 8%	i	9%	-11%	3.7	60	0.3%	3%	4%	-2%
- Cc1ccc(C(=O)NC(C)c2ccc3c(c2)OCO3)s1 (stereo not drawn)
→ 2%	i	6%	8%	0.5	42	-0.6%	8%	1%	-6%
- CCOC(=O)[C@H]1[C@H]2COc3cc(OC)ccc3[C@@H]2N2C(=O)N(c3cccc(Cl)c3)C(=O)[C@@]12C
→ 1%	nt	6%	7%	-5.1	77	-0.2%	2%	-3%	-4%
- O=c1c2ccccc2[nH]c(=S)n1CCCN1CCC(Cc2ccccc2)CC1
→ -26%	nt	6%	10%	3.7	80	0.0%	10%	-6%	-9%
- CN(CCc1ccccc1)C(=O)c1cc(COc2ccc(F)cc2Cl)on1
→ 2%	nt	5%	1%	1.9	49	-0.2%	-9%	-6%	4%
- CCc1ccccc1Nc1nc(N)nc(CSCC(=O)c2cc(C)n(C)c2C)n1
→ -16%	i	10%	8%	-1.3	47	-0.1%	-2%	0%	-10%
- Cc1ccnc(NC(=O)c2ccc(S(=O)(=O)N3CCCCCC3)cc2)c1
→ nt	nt	3%	4%	-0.2	66	nt	nt	nt	-3%

4 entries from above, comma-delimited:
canonical_smiles,AID2073,Yfh1-depleted yeast,Large T inhibition,Rac1 GTP hydrolysis,NTR1 ag,NTR1 ag cell count 20 µM,GPR55 beta-arrestin,GPR55 antagonists,GPR35 arrestin U2OS,NS5 inhibitors
COc1ccc(/C=N/NC(=O)CN2CCCC2)cc1,0%,nt,3%,-1%,0.9,50,-0.1%,2%,3%,5%
Cc1ccc(C)c(NC(=O)CNS(=O)(=O)c2ccccc2)c1,-16%,i,12%,-1%,-1.5,50,0.2%,-6%,5%,-3%
CCOc1ccccc1NC(=O)COC(=O)C1CC1,25%,i,2%,0%,-0.2,49,-0.4%,-11%,-4%,4%
CCOc1ccc(CCNC(=O)c2ccc(N3CCCC3=O)cc2)cc1OCC,10%,i,2%,7%,0.1,83,-0.2%,-2%,2%,-7%

The list goes on:
Under each structure – AID2073	Yfh1-depleted yeast	Large T inhibition	Rac1 GTP hydrolysis	NTR1 ag	NTR1 ag cell count 20 µM	GPR55 beta-arrestin	GPR55 antagonists	GPR35 arrestin U2OS	NS5 inhibitors
- COc1cc(C(=O)N2CCN(C/C=C/c3ccccc3)CC2)cc(OC)c1C
→ -4%	i	-6%	0%	1.1	58	-0.1%	17%	9%	-2%
- CCOC(=O)C1CCN(S(=O)(=O)c2ccc3c(c2)CC(C)N3C(=O)C2CCC2)CC1 (stereo not drawn)
→ 5%	nt	11%	nt	3.3	58	0.3%	2%	-19%	6%
- COCCCn1c(C)nnc1SCC(=O)NNC(=O)COc1ccc(Cl)cc1
→ 18%	nt	2%	6%	1.6	54	0.1%	-10%	6%	-7%
- CCc1nc(N2CCN(C(C)=O)CC2)c(C#N)c2c1COC(C)(C)C2
→ 5%	i	13%	0%	0.3	52	-0.1%	4%	4%	0%
- CS(=O)(=O)Nc1cccc(C2=NN(C(=O)CCCC(=O)O)C(c3cccs3)C2)c1 (stereo not drawn)
→ 14%	nt	4%	9%	-1.3	79	0.0%	13%	9%	-4%
- C#CCOCCOCCOCCNc1nc(N2CCN(C(=O)[C@H](CCC(=O)O)n3cc(C(N)Cc4ccc(O)cc4)nn3)CC2)nc(N2CCN(C(=O)[C@H](Cc3ccc(O)cc3)n3cc(C(N)[C@H](C)CC)nn3)CC2)n1 (stereo partly drawn)
→ 10%	i	nt	nt	0.4	81	-0.1%	-3%	11%	nt
- CCNC(=O)CN(c1ccc(Br)c(C)c1)S(C)(=O)=O
→ -5%	i	3%	8%	-1.8	57	-0.2%	-4%	-24%	-5%
- CSc1nnc(NC(=O)c2cccc(S(=O)(=O)N3CCOCC3)c2)s1
→ 2%	nt	12%	6%	1.8	45	-0.2%	14%	-2%	-2%
- CCCCn1c(NC(=O)c2ccccc2)nc2ccccc21
→ 6%	i	9%	15%	2.8	47	0.1%	12%	6%	-3%
- Cc1ccc(-n2c(C)nc3oc4ccccc4c(=O)c3c2=O)cc1
→ 34%	i	4%	5%	-0.1	86	0.5%	18%	-10%	-8%
- CC(C)C[C@H](NC(=O)c1[nH]cnc1C(=O)Nc1ccc(Cl)cc1)C(=O)OC(C)(C)C
→ 16%	i	15%	-2%	56*	87*	-0.1%	-2%	5%	-10%
- COc1ccc(OCC(=O)N/N=C(\C)c2cc3ccccc3o2)cc1
→ 10%	i	-20%	4%	-0.4	76	0.8%	-7%	2%	nt

A draw from above in order of molecular weight, low to high:
Under each structure – AID2073	Yfh1-depleted yeast	Large T inhibition	Rac1 GTP hydrolysis	NTR1 ag	NTR1 ag cell count 20 µM	GPR55 beta-arrestin	GPR55 antagonists	GPR35 arrestin U2OS	NS5 inhibitors
- Cc1ccc(C)c(NC(=O)CNS(=O)(=O)c2ccccc2)c1
→ -16%	i	12%	-1%	-1.5	50	0.2%	-6%	5%	-3%
- Cc1ccnc(NC(=O)c2ccc(S(=O)(=O)N3CCCCCC3)cc2)c1
→ nt	nt	3%	4%	-0.2	66	nt	nt	nt	-3%
- O=C(OCC(=O)N1CCCC1=O)c1nc(Cl)c(Cl)c(Cl)c1Cl
→ 11%	nt	-3%	4%	25	48	0.0%	58%	-9%	-3%
